# SRC3 inh: inhibitors of human steroid receptor coactivator 3 (SRC3); Q9Y6Q9; HEK293 GAL4-SRC3 luciferase reporter, luminescence; inhibition, % at 3.6 µM; actives 0.17% (n = 360,000);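 active = inhibition above a per-campaign cutoff, the mean of all compounds plus 3 SD, cut at about 60% in these data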;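 note: 0% = DMSO-treated cells and 100% = gossypol-treated cells at 36 µM; higher means less SRC3-driven luciferase light from the GAL4 reporter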
# TWEAK-Fn14 inh: blocks TWEAK-Fn14 interaction in a reporter cell assay; TWEAK-stimulated Fn14 reporter cells, luciferase luminescence, 8 h; inhibition, % at 10 µM; actives 2% (n = 360,000); AID 1159606; in the data active = inhibition above about 50%
# COUP-TFII inh: NR2F2 (human) inhibition, primary screen; actives 0.7% (n = 370,000); HEK293T NGFI-A luciferase reporter, luminescence; inhibition, % at 8.6 µM;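 active = inhibition above a per-plate cutoff, mean inhibition of test wells between control levels plus 3 SD, cut at about 38% in these data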;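 note: cells cotransfected with COUP-TFII expression vector driving the NGFI-A reporter; 0% = median of COUP-TF2 test wells and 100% = reporter-only cells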
# Target sequence (P24468 whole entry, looked up): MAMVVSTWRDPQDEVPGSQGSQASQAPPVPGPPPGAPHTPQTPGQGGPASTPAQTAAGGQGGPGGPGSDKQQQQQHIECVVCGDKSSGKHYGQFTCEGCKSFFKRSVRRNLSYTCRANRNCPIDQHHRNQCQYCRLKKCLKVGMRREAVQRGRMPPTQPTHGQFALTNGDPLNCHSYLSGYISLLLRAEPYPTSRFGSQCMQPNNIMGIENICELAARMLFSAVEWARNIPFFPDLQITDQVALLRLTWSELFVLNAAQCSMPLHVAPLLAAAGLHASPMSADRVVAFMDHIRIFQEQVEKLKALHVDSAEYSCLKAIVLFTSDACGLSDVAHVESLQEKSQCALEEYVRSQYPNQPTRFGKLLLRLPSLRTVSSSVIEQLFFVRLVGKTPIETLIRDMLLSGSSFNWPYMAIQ
# LRH-1 inv ag: NR5A2 inverse agonism in reporter assay; O00482; inhibition, % at 3.6 µM; actives 0.13% (n = 360,000); HEK293T StAR-luciferase reporter, LRH-1 transfected, 24 h;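 active = inhibition above the mean inhibition of all tested compounds plus 3 SD, cut at about 73% in these data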;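 note: 0% = DMSO wells and 100% = reporter-only cells lacking LRH-1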
# Target sequence (O00482 whole entry, looked up): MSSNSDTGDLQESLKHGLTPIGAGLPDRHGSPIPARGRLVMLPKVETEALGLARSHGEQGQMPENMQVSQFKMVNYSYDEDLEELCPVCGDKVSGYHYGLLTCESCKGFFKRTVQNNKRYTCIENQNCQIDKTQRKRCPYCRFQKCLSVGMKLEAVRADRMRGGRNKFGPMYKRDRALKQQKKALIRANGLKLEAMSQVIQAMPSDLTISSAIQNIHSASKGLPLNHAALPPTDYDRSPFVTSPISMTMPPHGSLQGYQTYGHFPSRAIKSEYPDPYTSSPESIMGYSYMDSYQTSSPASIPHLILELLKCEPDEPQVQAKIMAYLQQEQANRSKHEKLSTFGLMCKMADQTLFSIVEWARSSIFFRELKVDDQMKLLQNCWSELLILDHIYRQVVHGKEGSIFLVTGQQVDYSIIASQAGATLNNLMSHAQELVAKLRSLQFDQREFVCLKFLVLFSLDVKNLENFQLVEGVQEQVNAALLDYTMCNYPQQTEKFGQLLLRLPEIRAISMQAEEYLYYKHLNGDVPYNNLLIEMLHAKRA
# NCOA1 inh: inhibitors of human steroid receptor coactivator 1 (SRC1); AID 588354; actives 0.12% (n = 360,000); HEK293 GAL4-SRC1 luciferase reporter, luminescence; Q15788; inhibition, % at 3.6 µM;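 active = inhibition above the campaign mean plus 3 SD, with each screening campaign given its own cutoff, cut at about 60% in these data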;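 note: 0% = DMSO treated cells and 100% = gossypol at 36 µM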
# CF NFkB inh: cystic fibrosis NF-kB activation inhibition | KKLEB NF-kB-GFP reporter, PAF-induced, GFP fluorescence overnight | inhibition, % at 5 µM | actives 0.86% (n = 360,000);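 active = at least 50% inhibition at 5 µM, scaled per plate between neutral and stimulator controls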;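 note: PAF is a Pseudomonas aeruginosa culture filtrate used as stimulus; plate controls were PAF-stimulated DMSO wells for no effect and unstimulated DMSO wells for full effect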
# KKLEB cytotox: reduces viability of KKLEB cystic fibrosis airway cells; KKLEB CF airway cells viability, ATPlite luminescence, overnight; stronger effect = lower value; cells stimulated with P. aeruginosa culture filtrate; activity change (cytotoxicity), % at 5 µM; actives 0.36% (n = 360,000); AID 602141;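 active = corrected activity change at or below -50% at 5 µM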
# Shn3 inh set2: Schnurri-3 reporter inhibition in Clone20 osteoblasts | Clone20 osteoblast Shn3 3'UTR firefly luciferase, 24 h | inhibition, % at 12.5 µM | actives 0.52% (n = 360,000);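 active = mean inhibition of at least 75% with every replicate also reaching 75%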;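 note: 0% = median of neutral control wells and 100% = pilot-screen positive control compound; some compounds past the cut are filed as inactive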
# EBV LMP1 NFkB: Epstein-Barr LMP1 NF-kappaB reporter inhibition; LMP1-induced NF-kappaB luciferase reporter cells, luminescence; actives 0.69% (n = 350,000); inhibition, % at 12.5 µM; in the data active = inhibition above about 41%;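 note: 0% = neutral control wells and 100% = reference inhibitor control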
# TROY signal inh: blocks TROY-dependent signaling in reporter cells. Q293 LMP1-TROYcd NF-kB luciferase reporter, 4 h. inhibition, % at 10 µM. actives 0.98% (n = 360,000);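 active = compounds whose plate-normalised and pattern-corrected inhibition of the luciferase reporter signal at the single screening dose is 50% or more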
# TRAIL sens C8: sensitizes caspase-8 expressing cells to TRAIL | NB7+C8 cells + TRAIL, ATPlite viability luminescence | inhibition (viability loss, TRAIL sensitization), % at 10 µM | actives 1% (n = 360,000) | AID 624354;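 active = compounds causing at least 50% loss of cell viability in the single-dose screen, relative to plate controls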
# * hit, by the source's call; · = not tested or not shown. These rows are one share of the data (hit frequency here may not be typical).
# The first two compounds, ahead of the listing:
SMILES,SRC3 inh,TWEAK-Fn14 inh,COUP-TFII inh,LRH-1 inv ag,NCOA1 inh,CF NFkB inh,KKLEB cytotox,Shn3 inh set2,EBV LMP1 NFkB,TROY signal inh,TRAIL sens C8
O=C(CSc1nnc(-c2ccccc2Br)o1)N1CCOCC1,-74,9,-20,-97,-97,7,-3,-24,-14,-24,-1
Cc1ccc(S(=O)(=O)N2C[C@H]3[C@H]4C(=O)N(C5CCCCC5)C(=O)[C@H]4CC(=O)[C@H]3[C@@H]2c2ccccc2F)cc1,18,2,11,-20,2,24,-13,-1,·,12,0

# The list itself, from the start:
SMILES,SRC3 inh,TWEAK-Fn14 inh,COUP-TFII inh,LRH-1 inv ag,NCOA1 inh,CF NFkB inh,KKLEB cytotox,Shn3 inh set2,EBV LMP1 NFkB,TROY signal inh,TRAIL sens C8
O=C(CSc1nnc(-c2ccccc2Br)o1)N1CCOCC1,-74,9,-20,-97,-97,7,-3,-24,-14,-24,-1
Cc1ccc(S(=O)(=O)N2C[C@H]3[C@H]4C(=O)N(C5CCCCC5)C(=O)[C@H]4CC(=O)[C@H]3[C@@H]2c2ccccc2F)cc1,18,2,11,-20,2,24,-13,-1,·,12,0
c1ccc(CSc2ncnc3c2cnn3-c2ccccc2)cc1,7,-22,17,15,-39,-19,6,8,-8,-35,-5
O=C(O)c1cc(S(=O)(=O)NCC2COc3ccccc3O2)ccc1Cl (stereo not given),-1,9,-2,-7,-2,0,12,-9,-1,23,-13
O=C(Nc1cccn2nc(COCCO)nc12)C(c1ccccc1)c1ccccc1,4,-3,-11,1,-13,-29,-2,-1,·,-4,0
O=C(CSc1cn(CCNC(=O)c2ccc3ccccc3c2)c2ccccc12)NCc1ccco1,-18,60*,3,-40,-6,4,6,22,-12,42,-7
Cc1onc(-c2ccccc2)c1C(=O)NN1CCOCC1,-6,6,-9,5,-18,0,-2,-1,1,14,-6
C#CCNC(=O)C1=C[C@@H](c2ccccc2)C[C@@H](OCc2ccc(CO)cc2)O1,-4,-1,6,-21,2,1,-7,-6,1,-5,-1
N#Cc1ccccc1OCC(=O)Nc1ccccc1C(=O)NC1CC1,-2,-14,-12,-3,-13,28,1,8,3,3,-15
CCCS(=O)(=O)NCCc1cc2ccc(C)cc2[nH]c1=O,-15,14,4,-29,-10,3,-1,0,-4,-19,-22
CC(C)CN(C(=O)C1CC1)C1CCS(=O)(=O)C1 (stereo not given),6,-4,18,-5,1,-7,3,-10,-1,-26,-29
COc1ccccc1NC(=O)N1CCCC(CNC(=O)c2ccccc2Cl)C1 (stereo not given),-36,-6,18,-12,2,-8,7,0,-5,-7,2
CCOC(=O)C1CNc2cc(S(=O)(=O)CC)ccc2O1 (stereo not given),9,1,3,-19,6,-3,7,2,-3,-18,-6
CCCN=Cc1sc2ccc(OCC)cc2c1O,-57,6,9,-29,-49,-2,5,-24,-14,-67,5
O=C(CNC(=O)Cc1cccc2ccccc12)NCc1ccccc1F,5,-14,15,14,-3,3,-21,5,1,-15,-3

# New compounds follow.
SMILES,SRC3 inh,TWEAK-Fn14 inh,COUP-TFII inh,LRH-1 inv ag,NCOA1 inh,CF NFkB inh,KKLEB cytotox,Shn3 inh set2,EBV LMP1 NFkB,TROY signal inh,TRAIL sens C8
O=C(NCC1CCCO1)c1ccc(CS(=O)(=O)Cc2ccc(F)cc2)o1 (stereo not given),7,8,4,13,16,6,3,-3,-3,6,2
O=C(CC(=O)N/N=C\c1ccccc1)NCCc1ccccc1,9,-9,-19,6,3,-4,11,11,-20,4,-4
COc1ccc(CN2CCN(C(=O)c3ccco3)CC2)c(OC)c1OC,16,1,1,-15,4,5,-9,16,·,5,-17
CCCCC(=O)Nc1ccc(NC(=O)CC)cc1OC,5,-2,1,-5,7,14,-9,-17,0,3,-10
O=C(O)C1CC=CCC1C(=O)Nc1ccccc1C(=O)N1CCN(c2ccc(Cl)cc2)CC1 (stereo not given),-4,-15,-4,11,9,-14,-11,-1,6,7,11
CC(C)N1CCC1(C)C(=O)Nc1cccc(C#N)c1 (stereo not given),-17,-7,0,1,0,-8,6,-16,·,1,2
CC(C)NC1=C(Cl)C(=O)c2ccccc2C1=O,-17,14,-28,37,-20,50*,-22,-4,-17,-28,18
Cc1cccc2c1CC(C)(C)N/C2=C\C(N)=O,2,8,0,4,7,17,-5,8,2,4,-5
Cc1cc(C)n(-c2ccnc3cc(Cl)ccc23)n1,-2,20,12,-41,-3,-10,-1,-17,4,9,-15
CC1CCCCN1C(=O)NC1CC(=O)N(c2ccc3c(c2)OCCO3)C1 (stereo not given),5,9,3,19,-1,3,-6,-21,1,9,1
Cc1ccc(NC(=O)C(C)N2C(=O)c3ccccc3C2=O)cc1C (stereo not given),1,9,5,12,8,1,2,-11,4,-1,10
O=C1C(Cl)=C(Nc2ccc(F)cc2)C(=O)N1CCc1ccccc1,-3,-39,-3,-40,-7,4,-5,-67,3,-53,5
CC(=O)c1ccc(S(=O)(=O)N2CCCCC2C(=O)O)cc1 (stereo not given),12,1,7,-14,4,-17,12,-5,-5,3,-1
O=c1cc(-c2ccccc2)[nH]n1-c1nc2ccccc2[nH]1,-8,-82,0,-16,-2,1,-14,12,-43,-7,8
O=C(/C=C/c1ccco1)N(Cc1ccccc1)C1CCS(=O)(=O)C1 (stereo not given),20,3,12,-14,10,12,-1,-1,5,-1,0

# Following part:
SMILES,SRC3 inh,TWEAK-Fn14 inh,COUP-TFII inh,LRH-1 inv ag,NCOA1 inh,CF NFkB inh,KKLEB cytotox,Shn3 inh set2,EBV LMP1 NFkB,TROY signal inh,TRAIL sens C8
C(/CCc1ccccc1)=N\Nc1nc2ccccc2[nH]1,-48,29,-25,-47,-32,0,-3,-7,-9,1,18
COc1cc(CCC(=O)OCC(=O)c2ccc[nH]2)cc(OC)c1OC,10,-7,6,0,-5,-2,7,-2,3,4,8
COc1ccc(OC)c(CC(NC(C)=O)C(=O)NC2CCN(C(=O)c3cccc(C)c3)CC2)c1 (stereo not given),17,-13,6,-9,-1,1,3,6,2,-16,-11
CNc1nc(Nc2ccc(Br)cc2)nc(N)c1[N+](=O)[O-],-86,-25,-20,-12,-60,-5,1,-51,-16,-31,-8
CCOC(=O)C1(CC2CCCCO2)CCN(C(=O)Nc2cccc(SC)c2)CC1 (stereo not given),15,-3,13,8,-4,-1,2,6,2,-11,1
O=C(NNC(=O)c1ccc(F)c(S(=O)(=O)N2CCOCC2)c1)c1ccc([N+](=O)[O-])cc1,-3,13,-19,-1,-39,23,-21,1,2,3,-2
Cc1ccc(NC(=O)C(OC(=O)c2ccc(O)cc2)c2ccccc2)cc1Cl (stereo not given),-17,9,15,-17,7,-17,10,7,-4,14,-4
NC(=O)c1ccc(OCC2CCCO2)cc1 (stereo not given),-6,40,-5,2,-16,13,4,-6,-3,-13,10
CC1(C(=O)NS(=O)(=O)c2ccccc2)CCN1C(=O)C1CCCCC1 (stereo not given),-19,-10,-7,14,12,-24,14,5,·,0,8
O=[N+]([O-])c1cccc(Cl)c1NCCNc1ncc(C(F)(F)F)cc1Cl,8,14,-5,-44,-2,2,-6,-6,10,-27,-3
CCOC(=O)N1CCN(C(=O)CCS(=O)(=O)c2cc3c(cc2Cl)NC(=O)CO3)CC1,23,5,7,-41,-25,-6,6,1,-6,-2,-10
COc1cc(-c2nnc(-c3cc(OC)c(OC)c(OC)c3)o2)cc(OC)c1OC,28,20,10,16,4,10,3,-53,7,10,4
Cc1ccccc1CSCC(=O)Nc1ccccc1Br,5,-36,-5,-18,16,-17,8,-13,-1,-22,4
COc1ccc(/C=N/NC(=O)c2ccc(NC(=O)c3cccc([N+](=O)[O-])c3)cc2)c(OC)c1,1,6,1,43,20,16,-10,-30,6,0,-6
CC(=O)SC1CC(=O)N(c2ccc(C(C)(C)C)cc2)C1=O (stereo not given),9,-8,0,-5,-3,8,-10,-4,1,5,4

# Some entries already given, limited to LRH-1 inv ag.
structure,LRH-1 inv ag
CC1(C(=O)NS(=O)(=O)c2ccccc2)CCN1C(=O)C1CCCCC1 (stereo not given),14
O=[N+]([O-])c1cccc(Cl)c1NCCNc1ncc(C(F)(F)F)cc1Cl,-44
CCOC(=O)N1CCN(C(=O)CCS(=O)(=O)c2cc3c(cc2Cl)NC(=O)CO3)CC1,-41
COc1cc(-c2nnc(-c3cc(OC)c(OC)c(OC)c3)o2)cc(OC)c1OC,16
Cc1ccccc1CSCC(=O)Nc1ccccc1Br,-18
COc1ccc(/C=N/NC(=O)c2ccc(NC(=O)c3cccc([N+](=O)[O-])c3)cc2)c(OC)c1,43

# Next part.
SMILES,SRC3 inh,TWEAK-Fn14 inh,COUP-TFII inh,LRH-1 inv ag,NCOA1 inh,CF NFkB inh,KKLEB cytotox,Shn3 inh set2,EBV LMP1 NFkB,TROY signal inh,TRAIL sens C8
O=C(NCC(F)(F)F)c1ccc2sc([C@H]3C[C@H](O)[C@@H](CO)O3)nc2c1,-3,18,2,10,-12,7,12,-8,·,-16,3
CCOc1ccc(N(CC(=O)NC2CCCCC2C)S(=O)(=O)c2c(C)noc2C)cc1 (stereo not given),4,-13,-4,5,18,-3,7,-3,11,-11,5
CC(C)CCCC(C)CCOC(=O)CN1CCCC1 (stereo not given),10,68*,-14,9,-8,-1,7,-5,-5,-6,-9
COc1ccc2cc(N=Cc3nc(-c4ccc(C)cc4)oc3O)cnc2c1,-6,11,-6,-17,-30,1,-5,-5,3,17,5
CC(OC(=O)c1cc2ccccc2cc1O)C(=O)Nc1ccc(S(N)(=O)=O)cc1 (stereo not given),2,6,-19,-8,-16,0,0,10,-1,-9,6
COc1cc2oc(-c3ccc(O)cc3)cc(=O)c2c(OC)c1O,-5,-23,-35,11,-42,-10,-7,6,-3,10,-3
COc1ccc(NC(=O)NCCCN2CCc3ccccc3C2)cc1,3,8,3,6,-10,-19,17,-15,-17,1,-9
CN(C)C(=O)c1ccc(NC(=O)c2ccccc2Sc2ccccc2C#N)cc1,5,-18,0,9,8,-11,6,-23,-4,18,-7

# One compound at a time, from the list above.
# COc1ccc2cc(N=Cc3nc(-c4ccc(C)cc4)oc3O)cnc2c1 as listed: SRC3 inh = -6; TWEAK-Fn14 inh = 11; COUP-TFII inh = -6; LRH-1 inv ag = -17; NCOA1 inh = -30; CF NFkB inh = 1; KKLEB cytotox = -5; Shn3 inh set2 = -5; EBV LMP1 NFkB = 3; TROY signal inh = 17; TRAIL sens C8 = 5
# COc1cc2oc(-c3ccc(O)cc3)cc(=O)c2c(OC)c1O as listed: SRC3 inh = -5; TWEAK-Fn14 inh = -23; COUP-TFII inh = -35; LRH-1 inv ag = 11; NCOA1 inh = -42; CF NFkB inh = -10; KKLEB cytotox = -7; Shn3 inh set2 = 6; EBV LMP1 NFkB = -3; TROY signal inh = 10; TRAIL sens C8 = -3
# COc1ccc(NC(=O)NCCCN2CCc3ccccc3C2)cc1 as listed: SRC3 inh = 3; TWEAK-Fn14 inh = 8; COUP-TFII inh = 3; LRH-1 inv ag = 6; NCOA1 inh = -10; CF NFkB inh = -19; KKLEB cytotox = 17; Shn3 inh set2 = -15; EBV LMP1 NFkB = -17; TROY signal inh = 1; TRAIL sens C8 = -9
